# High-throughput results deposited in PubChem BioAssay by The Scripps Research Institute Molecular Screening Center.
# LYPLA1 counter: LYPLA1 inhibitors, primary screen, counter-screen for PME1 inhibitor project, biochemical, fluorescence polarization, FP-Rh probe ABPP. Acyl-protein thioesterase 1 (Homo sapiens), O75608. recombinant LYPLA1. inhibition, % at 5.9 µM. actives 0.16% (n = 320,000);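 active = inhibition above the mean of all tested compounds plus 3 SD, set per campaign, cut at about 14% in these data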;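 note: inhibitors block serine hydrolase probe labeling of LYPLA1 so polarization falls; 0% = enzyme with DMSO and 100% = wells lacking LYPLA1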
# Target sequence (O75608 whole entry, looked up): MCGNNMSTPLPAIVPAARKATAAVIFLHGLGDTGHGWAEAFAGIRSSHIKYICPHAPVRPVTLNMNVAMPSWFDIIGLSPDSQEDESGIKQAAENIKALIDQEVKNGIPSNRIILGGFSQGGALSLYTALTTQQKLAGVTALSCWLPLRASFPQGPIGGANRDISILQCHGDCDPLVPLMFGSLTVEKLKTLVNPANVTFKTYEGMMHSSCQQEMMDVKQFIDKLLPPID
# LYPLA2 inh: LYPLA2 inhibitors, primary screen, counter-screen for PME1 inhibitor project, biochemical, fluorescence polarization, FP-Rh probe ABPP. inhibition, % at 5.9 µM. actives 0.38% (n = 320,000). Acyl-protein thioesterase 2 (Homo sapiens), O95372. recombinant LYPLA2;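 active = inhibition above the screen-wide mean plus 3 SD, limit set per campaign, cut at about 26% in these data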;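 note: 0% = LYPLA2 with DMSO and 100% = wells lacking LYPLA2 enzyme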
# PAFAH2 FP inh: PAFAH2 enzyme inhibitors, primary screen, biochemical, fluorescence polarization, human. Platelet-activating factor acetylhydrolase 2, cytoplasmic (Homo sapiens), Q99487. recombinant PAFAH2, FP-rhodamine activity probe. inhibition, % at 3.39 µM. actives 0.99% (n = 340,000). AID 492956, 2010;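 active = inhibition above the mean over all tested compounds plus 3 SD, cut at about 30% in these data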;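 note: inhibitors block probe labeling of enzyme so polarization drops; 0% = enzyme with DMSO and 100% = wells lacking PAFAH2 protein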
# PME-1 inh: PME-1 inhibitors via competitive probe labeling, primary screen, biochemical, fluorescence polarization, FP-Rh probe, HTS. Protein phosphatase methylesterase 1 (Homo sapiens), Q9Y570. recombinant PME-1. inhibition, % at 5.9 µM. actives 0.53% (n = 320,000);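 active = inhibition above the campaign mean of all compounds plus 3 SD, cut at about 26% in these data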;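 note: competitive labeling of PME-1 active site by serine hydrolase directed probe; 0% = PME-1 with DMSO and 100% = wells lacking PME-1 enzyme; inhibitors block probe labeling so polarization falls and inhibition rises; many of its hits are not listed in these tables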
# Target sequence (Q9Y570 whole entry, looked up): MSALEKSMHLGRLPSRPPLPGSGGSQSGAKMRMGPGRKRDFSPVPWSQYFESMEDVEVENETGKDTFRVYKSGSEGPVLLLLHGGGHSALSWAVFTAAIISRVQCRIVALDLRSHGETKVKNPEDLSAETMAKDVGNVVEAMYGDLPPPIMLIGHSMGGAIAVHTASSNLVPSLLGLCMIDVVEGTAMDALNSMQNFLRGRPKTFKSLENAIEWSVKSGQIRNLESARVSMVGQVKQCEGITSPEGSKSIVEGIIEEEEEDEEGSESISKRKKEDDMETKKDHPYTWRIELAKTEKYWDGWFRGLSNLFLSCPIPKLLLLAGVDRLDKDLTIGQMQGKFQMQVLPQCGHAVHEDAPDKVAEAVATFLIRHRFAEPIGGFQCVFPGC
# PAD4 FP inh: human PAD4 inhibitors, primary screen, biochemical, fluorescence polarization, 1536-well format. Protein-arginine deiminase type-4 (Homo sapiens), Q9UM07. recombinant PAD4, RCA probe fluorescence polarization. inhibition, % at 6.36 µM. actives 0.41% (n = 330,000);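 active = percent inhibition above a cutoff equal to the mean of all tested compounds plus 3 SD, cut at about 15% in these data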;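 note: 0% = PAD4 with RCA probe and DMSO and 100% = probe without PAD4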
# PAFAH1B3 FP inh: PAFAH1B3 enzyme inhibitors, primary screen, biochemical, fluorescence polarization, human; Platelet-activating factor acetylhydrolase IB subunit alpha1 (Homo sapiens), Q15102; recombinant PAFAH1B3, FP-rhodamine probe; inhibition, % at 3.39 µM; actives 0.28% (n = 340,000);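 active = inhibition above the screen-wide average of all tested compounds plus 3 SD, cut at about 25% in these data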;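 note: 0% = enzyme with DMSO only and 100% = wells lacking PAFAH1B3 protein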
# pPAFAH FP inh: pPAFAH enzyme inhibitors, primary screen, biochemical, fluorescence polarization, human; Platelet-activating factor acetylhydrolase (Homo sapiens), Q13093; recombinant pPAFAH, FP-rhodamine probe fluorescence polarization; inhibition, % at 3.39 µM; actives 1.5% (n = 330,000); AID 463082, 2010;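 active = inhibition above the mean inhibition across the screen plus 3 SD, cut at about 25% in these data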;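 note: inhibitors block binding of the rhodamine activity-based probe so polarization drops; 0% = enzyme with DMSO and 100% = wells lacking pPAFAH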
# Target sequence (Q13093 whole entry, looked up): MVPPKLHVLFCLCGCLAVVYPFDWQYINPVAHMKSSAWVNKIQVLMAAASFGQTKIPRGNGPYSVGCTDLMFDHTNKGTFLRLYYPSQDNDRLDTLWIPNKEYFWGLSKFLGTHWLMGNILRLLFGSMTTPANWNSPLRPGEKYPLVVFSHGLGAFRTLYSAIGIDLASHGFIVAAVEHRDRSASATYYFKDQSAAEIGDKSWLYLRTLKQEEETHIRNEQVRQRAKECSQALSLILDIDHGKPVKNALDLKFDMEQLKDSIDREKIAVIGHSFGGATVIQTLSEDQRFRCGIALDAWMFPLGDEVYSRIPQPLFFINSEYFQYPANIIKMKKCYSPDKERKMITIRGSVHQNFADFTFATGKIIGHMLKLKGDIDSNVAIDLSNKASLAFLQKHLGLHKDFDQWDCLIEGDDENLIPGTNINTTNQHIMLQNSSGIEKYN
# PAFAH1B2 inh: PAFAH1B2 enzyme inhibitors, primary screen, biochemical, fluorescence polarization, human; inhibition, % at 3.39 µM; actives 1.2% (n = 340,000); Platelet-activating factor acetylhydrolase IB subunit alpha2 (Homo sapiens), P68402; recombinant PAFAH1B2, FP-rhodamine activity probe;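 active = inhibition above the mean of all tested compounds plus 3 SD, cut at about 24% in these data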;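 note: 0% = enzyme with DMSO and 100% = wells lacking PAFAH1B2; many of its hits are not listed in these tables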
# GSTO1 counter: inhibitors of recombinant GSTO1, primary screen, counter-screen for RBBP9 inhibitor project, biochemical, fluorescence polarization; Glutathione S-transferase omega-1 (Homo sapiens), P78417; activity-based probe fluorescence polarization; inhibition, % at 5.96 µM; actives 1.1% (n = 300,000); AID 1974, 2009;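 active = inhibition above the campaign mean inhibition plus 3 SD, cut at about 35% in these data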;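 note: 0% = GSTO1-1 with DMSO and 100% = wells lacking GSTO1-1 enzyme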
# Starred values were filed as active, the others as inactive; · = not tested or not shown. Not all compounds are listed, so the mix of outcomes need not match the whole.
1	CCC(C)C(NC(=O)c1ccccc1NC(=O)c1ccco1)C(=O)NNC(=O)c1ccncc1 (stereo not given)
2	CN(CC(=O)N1CCC(C(N)=O)CC1)S(=O)(=O)c1ccc2ccccc2c1
3	O=C(CCNC(=O)Cn1ccc2ccccc2c1=O)NCCCN1CCN(c2ccccc2F)CC1
4	CCOC(=O)N1CCN(C(=O)Cn2nc(C)c3sc4ccccc4c3c2=O)CC1
5	CCCC(C)NC(C)C(=O)NC1CCCC1 (stereo not given)
6	Cc1ccc(C(=O)O/N=C(\N)Cc2cccs2)c(Cl)c1
7	COc1cc(OC)cc(C(=O)NC(C(=O)N2CCc3ccccc3C2)C(C)C)c1 (stereo not given)
8	COc1ccc(CCC(=O)Nc2cccc(S(=O)(=O)N3CCCCCC3)c2)cc1OC

Assay by compound,1,2,3,4,5,6,7,8
LYPLA1 counter,-3,1,2,9,2,0,-3,0
LYPLA2 inh,-7,-2,-2,7,1,4,-5,7
PAFAH2 FP inh,-4,0,-2,4,-12,35*,-7,1
PME-1 inh,-4,-1,6,1,2,4,3,-3
PAD4 FP inh,-3,5,3,6,-4,0,0,10
PAFAH1B3 FP inh,5,5,10,9,3,1,5,11
pPAFAH FP inh,-2,4,-1,4,-1,12,-1,1
PAFAH1B2 inh,2,-1,11,1,-2,5,5,1
GSTO1 counter,-3,7,1,1,3,6,3,·

9	Cc1nn(CCc2nn[nH]n2)c2nc(-c3ccccc3)cc(C(F)(F)F)c12
10	CN(CC(=O)Nc1c(Cl)cccc1Cl)C(=O)Cc1ccc2c(c1)CCC2
11	CCN1CCN(C(=S)c2ccc(SC)cc2)CC1
12	COc1ccc(C#Cc2c(-c3ccc(OC)cc3)oc3ccc(-c4ccc(OC)cc4)cc23)cc1
13	CCOCCCn1c(=S)[nH]c2ncccc2c1=O
14	Cc1ccc(NC(=O)c2ccccc2Cl)cc1-n1cnnn1
15	CCn1c(NC(=O)/C=C/c2ccc(F)cc2)nc2ccccc21
16	Cc1ccc2c(c1)-c1c(cnn1CC(=O)NC(C)CCc1ccco1)CO2 (stereo not given)

Assay by compound,9,10,11,12,13,14,15,16
LYPLA1 counter,-5,-1,1,2,1,0,-7,2
LYPLA2 inh,2,0,-2,7,5,-2,-7,4
PAFAH2 FP inh,-4,-1,-5,-3,0,4,3,-6
PME-1 inh,3,1,1,3,5,-3,3,-2
PAD4 FP inh,-4,-1,0,-6,-5,-4,1,1
PAFAH1B3 FP inh,16,5,2,7,0,3,8,-3
pPAFAH FP inh,14,1,4,9,2,-1,2,11
PAFAH1B2 inh,2,-1,4,-4,9,-4,5,3
GSTO1 counter,-3,5,1,3,5,3,-18,0

# 5 structures already listed, arranged by molar mass, smallest number first:
11	CCN1CCN(C(=S)c2ccc(SC)cc2)CC1
14	Cc1ccc(NC(=O)c2ccccc2Cl)cc1-n1cnnn1
9	Cc1nn(CCc2nn[nH]n2)c2nc(-c3ccccc3)cc(C(F)(F)F)c12
10	CN(CC(=O)Nc1c(Cl)cccc1Cl)C(=O)Cc1ccc2c(c1)CCC2
12	COc1ccc(C#Cc2c(-c3ccc(OC)cc3)oc3ccc(-c4ccc(OC)cc4)cc23)cc1

Assay by compound,11,14,9,10,12
LYPLA1 counter,1,0,-5,-1,2
LYPLA2 inh,-2,-2,2,0,7
PAFAH2 FP inh,-5,4,-4,-1,-3
PME-1 inh,1,-3,3,1,3
PAD4 FP inh,0,-4,-4,-1,-6
PAFAH1B3 FP inh,2,3,16,5,7
pPAFAH FP inh,4,-1,14,1,9
PAFAH1B2 inh,4,-4,2,-1,-4
GSTO1 counter,1,3,-3,5,3

# Remaining list, next part.
17	C1=Cc2ccccc2Nc2ccccc21
18	COc1ccc(S(=O)(=O)N2CCN(Cc3cc(OC)c(O)c(OC)c3)CC2)cc1
19	O=C(CSC1=NNC(c2ccccn2)S1)Nc1ccccc1 (stereo not given)
20	Cc1ccc(NC(=O)Nc2nnc(Cc3ccc([N+](=O)[O-])cc3)s2)cc1
21	Cc1cc2nccc(-c3ccncc3)n2n1
22	NS(=O)(=O)c1cc(C(=O)OCC(=O)Nc2ccc(Cl)cc2[N+](=O)[O-])ccc1Cl
23	COc1ccccc1CN1CCNC(=O)C1CC(=O)NCc1c(C)n[nH]c1C (stereo not given)
24	O=C(O)c1cccc(N2C(=O)/C(=C/c3ccc([N+](=O)[O-])cc3)C=C2c2ccccc2)c1

Assay by compound,17,18,19,20,21,22,23,24
LYPLA1 counter,-2,2,-1,-4,4,-1,4,-6
LYPLA2 inh,2,3,-2,-4,3,1,6,-4
PAFAH2 FP inh,-9,-5,2,-4,-6,-6,3,4
PME-1 inh,3,2,2,3,-4,0,0,1
PAD4 FP inh,-2,2,13,-4,3,4,0,-4
PAFAH1B3 FP inh,9,0,15,-4,1,11,9,-1
pPAFAH FP inh,5,5,10,5,6,2,1,2
PAFAH1B2 inh,-1,2,3,-2,2,5,5,2
GSTO1 counter,7,10,20,5,5,-1,1,2

25	Cc1nn(C)cc1S(=O)(=O)NCc1ccc2c(c1)OCO2
26	CC(C)c1ccc(N=C2N=C(N)c3ccccc32)cc1
27	Cc1ccc(NC(=O)CCC(=O)Nc2nnc(C3CCCCC3)s2)cc1
28	Cn1c(C(=O)N2CCN(Cc3ccc4c(c3)OCO4)CC2)cc2c(=O)n(C)c3ccccc3c21
29	COc1cc(NC(=O)c2cc(-c3ccc4c(c3)OCO4)on2)cc(OC)c1OC
30	Cc1ccn2c(-c3csc(NCc4ccco4)n3)c(C)nc2c1
31	O=C(NCCN1CCOCC1)C1CCC(=O)N1Cc1ccccc1Cl (stereo not given)
32	Cc1ccc([C@@H]2[C@@H]3C(=O)N(C)C(=O)[C@@H]3[C@]3(C)C(=O)N(Cc4ccc(-c5ccccc5)cc4)CC(=O)N23)o1

Assay by compound,25,26,27,28,29,30,31,32
LYPLA1 counter,-2,1,-2,0,-3,-4,1,-3
LYPLA2 inh,0,-6,0,-1,-4,0,5,-2
PAFAH2 FP inh,-1,4,1,9,3,7,1,-4
PME-1 inh,2,2,1,1,3,8,-2,0
PAD4 FP inh,0,-2,-1,-5,-1,1,-5,-2
PAFAH1B3 FP inh,7,11,1,5,2,4,5,-4
pPAFAH FP inh,7,5,-2,-4,7,14,2,7
PAFAH1B2 inh,-4,0,0,0,3,-1,4,-1
GSTO1 counter,1,0,6,-1,-4,10,1,8

33	CSc1c(CC(=O)NCCO)n(C)c2ccccc12
34	CCOC(=O)C1(Cc2ccc(OC)cc2)CCN(C(=O)CCn2cccn2)CC1
35	Cc1ccc(S(=O)(=O)Cc2ccccc2Cl)cc1
36	C=CCN(C(=O)Cn1nc(C)n2c(cc3cc(C)ccc32)c1=O)c1ccccc1
37	Cn1c(=O)[nH]c(=O)c2c1nc(N1CCN(Cc3ccccc3)CC1)n2CCSc1ncccn1
38	O=C(COc1ncnc2ccccc12)NC1CCS(=O)(=O)C1 (stereo not given)
39	O=C(C1CCCN(Cc2ccc(Br)cc2)C1)N1CCCCC1 (stereo not given)
40	CCCCn1c(N)c(N(Cc2ccccc2OC)C(=O)c2cc(=O)[nH]c3ccccc23)c(=O)[nH]c1=O

Assay by compound,33,34,35,36,37,38,39,40
LYPLA1 counter,2,-1,1,2,-1,3,2,2
LYPLA2 inh,6,-6,5,-3,-3,0,7,2
PAFAH2 FP inh,-3,7,-7,13,3,4,-5,6
PME-1 inh,-3,-4,4,-1,-2,-1,2,-11
PAD4 FP inh,-4,-8,4,-4,-1,-2,0,-2
PAFAH1B3 FP inh,2,5,1,10,-9,-7,10,5
pPAFAH FP inh,3,-1,1,3,1,0,3,-12
PAFAH1B2 inh,3,3,2,13,3,0,6,1
GSTO1 counter,3,0,-4,0,2,0,3,5

41	CCOC(=O)c1cnc2ccc(OCC)cc2c1NCc1ccccc1OC
42	COC(=O)C1=C(CSc2nc3ccccc3s2)NC(=O)NC1c1ccc(F)cc1 (stereo not given)
43	O=C(CCc1nc(-c2cccs2)no1)Nc1cnc2ccccc2c1
44	COc1ccc(CNC(=O)CCn2c(=O)oc3ccccc32)cc1
45	O=C(COC(=O)c1ccc(Cl)cc1[N+](=O)[O-])NNC(=O)c1cccs1
46	O=C(NCc1ccc(F)cc1)C1CCC(=O)N1C1CCCCC1 (stereo not given)
47	CCN(CC)S(=O)(=O)c1ccc(OC)c(NC(=O)c2ccc([N+](=O)[O-])cc2)c1
48	O=C(O)c1ccccc1-c1ccccc1C(=O)Nc1cccc2ccccc12

Assay by compound,41,42,43,44,45,46,47,48
LYPLA1 counter,-4,-1,-4,-2,1,-1,-1,-2
LYPLA2 inh,1,-2,2,2,-2,3,-7,-1
PAFAH2 FP inh,-6,-6,-9,2,-4,12,10,7
PME-1 inh,-5,6,-3,4,11,-2,-3,0
PAD4 FP inh,-2,-2,0,-3,7,-2,-4,-2
PAFAH1B3 FP inh,6,-7,1,15,6,4,5,6
pPAFAH FP inh,5,1,1,4,6,3,8,-2
PAFAH1B2 inh,-4,-2,3,11,3,7,2,8
GSTO1 counter,-4,-8,3,12,7,0,1,-2

49	O=C(C1CC(=O)N(c2ccccc2)C1)N1CCN(c2ccc(F)cc2)CC1 (stereo not given)
50	COc1ccc(-c2ccc(/C=N/NC(=O)Cc3nnc(N)s3)o2)cc1Cl
51	COc1ccccc1OCCSc1nc2ccc([N+](=O)[O-])cc2s1
52	CNc1c(NC(=O)C2CCC(C)CC2)c(=O)oc2ccccc12 (stereo not given)
53	O=C(c1ccco1)N1CCN(Cc2cc(=O)oc3cc(O)ccc23)CC1
54	CCOCCCNC(=S)N1CCN(Cc2ccco2)CC1
55	Fc1cccc(/C=N/Nc2nc3ccccc3[nH]2)c1
56	Cc1cccc(-c2noc(-c3cc4ccccc4oc3=O)n2)c1
57	Oc1ccc(N=C/C=C/c2cccc(Br)c2)cc1-c1nc2ccccc2s1
58	COc1ccc(-c2cc(=O)oc3c(C)c(OCC(=O)N(C)C)ccc23)cc1

Assay by compound,49,50,51,52,53,54,55,56,57,58
LYPLA1 counter,-2,-6,2,0,2,1,1,0,0,3
LYPLA2 inh,-1,-7,8,1,18,-2,-6,-4,6,5
PAFAH2 FP inh,3,·,3,-6,8,3,·,14,8,3
PME-1 inh,1,7,7,4,6,-5,-28,4,3,4
PAD4 FP inh,-4,-7,4,-6,-4,-6,-1,-5,0,3
PAFAH1B3 FP inh,12,·,7,1,0,18,·,13,16,4
pPAFAH FP inh,2,24,1,1,4,0,3,1,37*,-2
PAFAH1B2 inh,0,·,0,7,6,4,·,3,4,5
GSTO1 counter,0,1,-1,-1,·,5,4,1,35*,1
